# Source: PubChem BioAssay (several laboratories)
# ssDAF12 agonist: S. stercoralis DAF-12 nuclear receptor activators, primary screen, cell-based, luminescence, HEK293, GRIP1 co-expression, lit1-tk-luc. activation, % at 6.8 µM. hit rate 1% among 370,000. HEK293 ssDAF-12/GRIP1 lit1-tk-luc reporter; % of 3 µM dafachronic acid response. Nuclear hormone receptor DAF-12 (Strongyloides stercoralis);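 active = activation above the mean over all tested compounds plus 3 SD, cut at about 0.9% in these data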;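 note: 0% = DMSO-only wells and 100% = 3 µM delta7-dafachronic acid wells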
# GC-B act: human GC-B receptor activators, primary screen, HEK293 GC-B cells, cGMP TR-FRET, EC30 CNP; activation, % at 10 µM; AID 1920062, 2024; hit rate 0.11% among 370,000; 0% at EC30 CNP, 100% saturating CNP;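 active = activation at 10 µM reaching about 35% in either raw or pattern-adjusted values, limit read from the data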
# hcDAF12 agonist: H. contortus DAF-12 nuclear receptor activators, primary screen, cell-based, luminescence, HEK293, lit1-tk-luc reporter | HEK293 hcDAF-12 lit1-tk-luc reporter; 0% DMSO, 100% Δ7-dafachronic acid | hit rate 1.4% among 370,000 | AID 652067, 2013 | activation, % at 6.8 µM;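 active = activation above the mean of all tested compounds plus 3 SD, cut at about 5.5% in these data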;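 note: 100% = response to 3 µM Δ7-dafachronic acid high control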
# NPR1 activator: GC-A stimulated cGMP production enhancers – HEK293 GC-A cells, cGMP TR-FRET, EC30 ANP, primary screen; 0% at EC30 ANP, 100% saturating ANP; hit rate 0.14% among 370,000; activation, % at 10 µM; AID 1671463, 2021; in the data active = activation above about 40%
# ADAM10 inh: human ADAM10 inhibitors, primary screen, biochemical, QFRET, HTS; Disintegrin and metalloproteinase domain-containing protein 10 (Homo sapiens), O14672; hit rate 0.62% among 370,000; inhibition, % at 7 µM; recombinant ADAM10, EDANS/DABCYL FRET peptide cleavage, 3 h;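 active = inhibition above a per-campaign cutoff equal to the mean of compounds falling between control-based bounds plus 3 SD, cut at about 20% in these data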;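 note: 0% = DMSO wells while the 100% control is not disclosed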
# Target sequence (O14672 214-748 limits assumed): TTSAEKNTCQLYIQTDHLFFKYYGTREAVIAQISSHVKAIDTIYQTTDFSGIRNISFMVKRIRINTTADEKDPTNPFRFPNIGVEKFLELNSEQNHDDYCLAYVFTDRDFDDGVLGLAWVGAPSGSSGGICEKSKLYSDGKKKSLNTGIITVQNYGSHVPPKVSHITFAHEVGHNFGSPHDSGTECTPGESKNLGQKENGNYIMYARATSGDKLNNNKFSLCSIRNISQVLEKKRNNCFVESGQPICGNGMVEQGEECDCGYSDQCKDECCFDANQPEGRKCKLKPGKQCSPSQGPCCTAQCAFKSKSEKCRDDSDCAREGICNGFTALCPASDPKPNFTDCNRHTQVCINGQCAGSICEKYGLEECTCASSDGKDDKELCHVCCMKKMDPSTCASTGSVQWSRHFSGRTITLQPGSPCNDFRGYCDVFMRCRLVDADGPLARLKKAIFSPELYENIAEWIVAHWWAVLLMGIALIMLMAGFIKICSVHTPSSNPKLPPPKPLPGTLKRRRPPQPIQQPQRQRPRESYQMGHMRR
# GAA850 FXN act: FXN promoter activators, primary screen, cell-based, luciferase luminescence, HEK293 lucGAA850; HEK293 lucGAA850 FXN promoter luciferase reporter, 24 h; percent of 10 µM SAHA response; AID 540364, 2011; hit rate 0.56% among 360,000; activation, % at 6 µM;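 active = activation above the average of all compounds screened plus 3 SD, cutoff fixed separately per campaign, cut at about 7.5% in these data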;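 note: 0% = DMSO wells and 100% = 10 µM SAHA wells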
# sPLA2-III inh: human group III sPLA2 inhibitors, primary screen, biochemical, QFRET, BODIPY PC-A2 liposome substrate; hit rate 0.56% among 370,000; inhibition, % at 12.2 µM; QFRET BODIPY PC-A2 liposome hydrolysis, fluorescence; Group 3 secretory phospholipase A2 (Homo sapiens), Q9NZ20;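 active = inhibition above mean plus 3 SD of compounds lying within the high and low control bounds, cut at about 19% in these data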;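 note: 0% = median of test compound wells and 100% = no enzyme DMSO wells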
# Target sequence (Q9NZ20 whole entry, looked up): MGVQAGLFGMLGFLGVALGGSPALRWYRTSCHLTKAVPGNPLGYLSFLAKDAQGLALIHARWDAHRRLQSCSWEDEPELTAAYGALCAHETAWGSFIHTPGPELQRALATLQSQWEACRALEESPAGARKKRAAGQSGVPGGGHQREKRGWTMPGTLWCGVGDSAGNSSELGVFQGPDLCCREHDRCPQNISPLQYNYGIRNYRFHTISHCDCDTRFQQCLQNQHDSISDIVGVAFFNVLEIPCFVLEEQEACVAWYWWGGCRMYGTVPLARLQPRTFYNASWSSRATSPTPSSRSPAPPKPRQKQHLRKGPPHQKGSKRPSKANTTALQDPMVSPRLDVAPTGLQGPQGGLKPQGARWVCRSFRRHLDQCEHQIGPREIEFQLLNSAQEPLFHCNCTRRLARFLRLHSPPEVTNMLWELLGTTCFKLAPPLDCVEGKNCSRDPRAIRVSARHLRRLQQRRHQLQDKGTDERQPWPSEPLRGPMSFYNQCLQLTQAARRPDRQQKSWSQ
# hgDAF-12 ag: H. glycines DAF-12 receptor agonists, primary screen, cell-based, luminescence, HEK293, GAL4 fusion, UAS-luciferase | Nuclear hormone receptor DAF-12 (Heterodera glycines), GAL4 fusion | AID 687014, 2013 | hit rate 1.8% among 370,000 | activation, % at 6.8 µM | HEK293 GAL4-hgDAF12 UAS-luciferase reporter, agonist luminescence; normalized to butyrate control;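 active = activation above a cutoff set at the mean of all screened compounds plus 3 SD, cut at about 10% in these data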;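 note: 0% = DMSO wells and 100% = sodium butyrate wells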
# SMARCA2 act: SMARCA2 (BRM) function activators, primary screen, cell-based, luminescence, high throughput. MG213 cells, MMTV-luciferase reporter, dexamethasone, overnight. activation, % at 9.1 µM. hit rate 1% among 370,000; in the data active = activation above about 7.8%;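 note: 0% = vehicle wells and 100% = reference activator wells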
# DAX1 inh-1: DAX1 (NR0B1) inhibitors, primary screen, cell-based, HEK293, Gal4-DAX1, luciferase luminescence. AID 504766, 2011. HEK293 Gal4-DAX1 luciferase reporter. inhibition, % at 6.75 µM. hit rate 0.99% among 340,000;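 active = inhibition above the mean over all tested compounds plus 3 SD, cut at about 4.2% in these data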;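 note: 0% = DAX1-transfected cells with DMSO and 100% = empty-vector control cells with DMSO; inhibition shows as a rise in luminescence from relieved DAX1 repression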
# DAX1 inh-2: DAX1 (NR0B1) inhibitors on StAR promoter, primary screen, cell-based, luminescence, SF-1 (NR5A1), full-length DAX-1 | HEK293T StAR-luciferase reporter, SF-1/DAX-1 repression relief | inhibition, % at 6.8 µM | hit rate 1.1% among 370,000 | AID 652010, 2013;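 active = inhibition above the mean over all tested compounds plus 3 SD, cut at about 3.6% in these data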;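 note: 0% = DAX-1 cells with DMSO and 100% = cells lacking DAX-1 with DMSO; higher inhibition means more luminescence from relief of DAX-1 repression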
# The depositor's hits bear a star; . = not tested or not shown.
SMILES,ssDAF12 agonist,GC-B act,hcDAF12 agonist,NPR1 activator,ADAM10 inh,GAA850 FXN act,sPLA2-III inh,hgDAF-12 ag,SMARCA2 act,DAX1 inh-1,DAX1 inh-2
CN1C(=O)C2(c3ccccc31)C1CCCC=C1C(C#N)=C(N)C2(C#N)C#N (centres undefined),-1.1,-10.1,2.3,-6.0,3.0,0.8,-9.0,-0.5,-2.7,0.7,0.1
Cc1cc(NS(=O)(=O)c2c(C)c(C)cc(C)c2C)no1,-1.1,-0.7,-2.3,1.6,-7.0,-1.1,-3.2,1.0,-1.6,1.0,-0.4
Fc1ccc(OCCCCCN2CCCC2)cc1,-1.6,-1.0,2.1,3.3,-2.3,2.5,-3.5,3.7,-3.9,-0.2,1.6
O=C(COC(=O)c1ccc(O)cc1)Nc1ccc(S(=O)(=O)N2CCOCC2)cc1,-0.7,-6.7,0.1,-2.6,-9.2,-0.3,-15.1,-0.3,-3.5,-0.1,-0.7
COc1ccccc1C(=O)NCC(=O)OCC(=O)Nc1nnc(-c2ccccc2)o1,-0.9,6.8,-1.1,-1.3,-15.0,1.0,2.2,5.4,3.0,-0.2,-0.9
O=C(NCc1ccco1)c1cccc(-c2ccc3nccn3c2)c1,-0.6,-2.2,-1.2,-4.2,-29.4,0.5,16.4,1.3,-0.5,.,0.3
C=C1c2cc(OC)ccc2NC(=O)N1CC,-1.7,9.7,-0.9,7.3,-378.5,-0.7,-2.0,-0.3,-1.8,1.3,-1.1
O=C(NNc1nc(N2CCCC2)nc(N2CCCC2)n1)c1ccccc1,-0.8,8.2,-0.1,2.4,-5.8,-0.2,-2.9,-4.2,0.3,1.0,0.6
Cc1nc2scc(-c3ccccc3)c2c(=O)n1N,-1.5,2.5,-1.6,0.5,2.5,0.0,1.2,-0.7,0.4,0.1,0.4
O=C1C(Cc2ccc(O)cc2)NC(=S)N1C1CCCCC1 (centres undefined),-1.2,3.3,-1.6,3.9,5.5,3.7,-52.9,5.6,-0.5,1.3,0.0
COc1ccc(CCN2C(=O)CC(NNC(=O)c3ccccc3Br)C2=O)cc1OC (centres undefined),-0.2,3.5,-1.9,2.9,7.8,2.0,-8.7,-0.5,-4.2,1.4,0.2
Cn1ccnc1SCC(=O)Nc1ccc(Oc2ccccc2)cc1,-0.9,5.6,-1.2,2.4,5.9,5.1,-0.1,8.3,2.9,0.3,0.5
COc1ccc(CCN2CC(C(=O)NCCCc3ccncc3)CCC2=O)cc1 (centres undefined),-1.4,2.8,0.6,2.2,4.1,-0.7,0.0,-2.7,-0.9,1.9,0.9
CN(C)S(=O)(=O)N1CCN(S(=O)(=O)c2ccc3ccccc3c2)CC1,-1.6,2.3,0.9,-3.8,3.8,-1.5,-0.2,0.1,0.2,-1.1,-0.2
Cc1nn(-c2ccc(F)cc2)c(Cl)c1/C=N/NC(=O)c1cccs1,0.2,1.6,-0.3,0.8,1.0,4.1,-5.0,14.8*,2.9,1.8,1.8
Cc1ccc(OCCC(=O)OCC(=O)c2ccc3c(c2)NC(=O)CO3)cc1,-1.0,6.7,1.2,3.1,-8.8,-1.1,-5.1,1.1,-1.4,0.3,0.1
C1=Nc2ccccc2CN1c1ccccc1,-1.2,-0.4,2.8,-6.3,-0.6,7.1,4.8,5.8,6.2,1.1,1.9
CCOCCCn1c(SCc2ccccc2)nnc1-c1ccncc1,-0.7,2.3,-1.5,2.1,0.9,1.0,8.9,1.9,-0.8,-1.6,-0.1
C=CCn1c(COc2ccccc2)nnc1SCc1ccc(C#N)cc1,-1.1,-9.1,-0.5,-0.2,2.9,-0.9,-3.3,-0.4,0.7,0.0,-0.8
Cc1ccc(C)c(CN2CCNC2=O)c1,-1.2,-4.1,-0.2,-1.1,8.5,-0.8,4.2,-1.1,1.3,0.1,-0.5
CC(=NNC(=O)CSc1nnc(-c2ccc(C(C)(C)C)cc2)n1-c1ccccc1)c1cccc2ccccc12,-2.0,5.4,-0.9,-6.9,22.6*,.,-4.6,2.4,-5.5,.,-0.6
Cc1ccc(CNC(=O)CCC(=O)N2CC(C)Sc3ccccc32)cc1 (centres undefined),-1.1,-3.0,0.6,-5.1,-6.6,-1.7,5.7,-0.3,-2.0,2.5,-0.4
CC1(C)Cc2c(cnn2-c2ccc(F)cc2)C(NC(=O)CCN2CCCCO2)C1 (centres undefined),-0.6,0.4,-1.2,3.8,-1.6,-0.1,8.8,-0.7,-1.6,0.2,-0.6
C/C(CC(=O)Nc1ccc(N(C)C)cc1)=N\NC(=O)c1ccc(F)cc1,0.1,0.9,1.7,-5.0,4.9,3.1,3.6,8.9,3.1,3.8,0.6
CC(C)Oc1ccc(C(=O)Nc2nnc(SCC(=O)N3CCOCC3)s2)cc1,0.1,4.0,4.8,4.0,8.4,-1.6,4.2,11.0*,1.7,-1.6,5.2*

# As a short view, part of the list above:
SMILES,ssDAF12 agonist,GC-B act,hcDAF12 agonist,NPR1 activator,ADAM10 inh,GAA850 FXN act,sPLA2-III inh,hgDAF-12 ag,SMARCA2 act,DAX1 inh-1,DAX1 inh-2
O=C(COC(=O)c1ccc(O)cc1)Nc1ccc(S(=O)(=O)N2CCOCC2)cc1,-0.7,-6.7,0.1,-2.6,-9.2,-0.3,-15.1,-0.3,-3.5,-0.1,-0.7
COc1ccccc1C(=O)NCC(=O)OCC(=O)Nc1nnc(-c2ccccc2)o1,-0.9,6.8,-1.1,-1.3,-15.0,1.0,2.2,5.4,3.0,-0.2,-0.9

# Carrying on:
SMILES,ssDAF12 agonist,GC-B act,hcDAF12 agonist,NPR1 activator,ADAM10 inh,GAA850 FXN act,sPLA2-III inh,hgDAF-12 ag,SMARCA2 act,DAX1 inh-1,DAX1 inh-2
COc1ccc(CNC(=O)[C@@H]2CCCN2C(=O)[C@@H]2Cc3ccccc3CN2C(=O)OC(C)(C)C)cc1,-1.1,3.6,-1.9,0.5,1.2,2.2,-0.3,0.3,-2.9,-0.1,-1.4
Cc1ccccc1N(C)C(=O)C1CCCN(c2ncnc3c2nc2n3CCCCC2)C1 (centres undefined),-1.5,-12.8,-4.3,-11.6,-2.7,0.8,-2.9,-4.1,-1.5,-0.2,-3.3
CCOC(=O)c1ccccc1NC(=O)Cn1cnc2c(cnn2C(C)(C)C)c1=O,-0.8,-0.9,-1.6,-0.2,3.4,0.5,2.5,-0.7,0.2,-0.5,-0.4
O=C(Nc1cccc(C(F)(F)F)c1)OCc1ccncc1,-2.2,-2.6,-2.0,0.2,-4.8,-0.4,4.3,-0.9,-3.3,0.2,-0.6
CC(Oc1ccccc1)C(=O)Nc1cccc(NC(=O)c2ccco2)c1 (centres undefined),-1.9,10.9,-1.6,1.5,11.3,1.0,-0.8,-3.9,-4.5,-0.3,-0.8
CC(=NNC(=S)N1CC2CCC(CC2)C1)c1cnccn1,-1.3,-3.8,-1.4,-4.1,-11.6,3.7,3.5,1.9,-6.0,-4.7,-0.8
CSc1ccc(S(=O)(=O)NCc2ccccc2C)cc1,-1.5,-6.9,-0.5,-0.6,5.0,1.8,-12.0,-0.8,-5.5,0.3,0.3
CC1CCN(Cc2nc(-c3ccccc3)no2)CC1,-0.6,3.8,5.4,2.1,6.2,2.9,11.7,13.2*,5.1,3.5,1.3
COc1cc(/C=C/c2cc(C(=O)O)c3ccccc3n2)cc(OC)c1O,-1.4,-1.9,1.1,0.9,-0.9,-0.9,-3.2,-2.5,1.0,-0.4,-0.1
CCN(CC)S(=O)(=O)c1cccc(N=Nc2sc(N)nc2C)c1,-2.3,5.3,-2.2,2.2,3.8,4.3,7.2,-2.6,-1.4,-1.1,-0.3
COc1cccc(NC(=O)c2ccc3c(c2)C(=O)N(CC2CCCO2)C3=O)c1 (centres undefined),-0.7,2.6,-0.2,0.1,3.8,-0.1,1.4,0.8,-1.0,0.3,0.5
CC(NC(=O)Nc1cccc([N+](=O)[O-])c1)c1ccc2c(c1)OCO2 (centres undefined),-0.9,5.1,-0.4,-0.9,1.3,0.1,-20.1,-1.3,-4.3,0.6,-0.4
COc1ccc(NC2CCCN(C(=O)C3=NN(C)C(=O)CC3)C2)cc1OC (centres undefined),-1.1,-1.1,0.5,-5.6,-10.6,0.8,0.4,-0.3,1.6,-0.4,-1.3
O=S(=O)(NCC1CC1)c1cccc(S(=O)(=O)N2CCCC2)c1,-1.0,1.8,4.8,1.6,3.4,0.6,0.4,-1.0,-0.5,-0.1,-0.7
CCc1nc2nc(C)c(NS(=O)(=O)c3ccc(F)cc3)c(=O)n2[nH]1,-0.6,-3.6,1.3,3.6,-2.9,1.0,11.4,-1.4,-3.8,4.2,0.8
O=[N+]([O-])c1ccccc1S(=O)(=O)N(CC(O)CN1CCCCC1)c1ccccc1 (centres undefined),-0.4,-6.7,-0.6,-3.8,0.9,-0.8,15.4,-1.9,1.2,0.5,1.3
Cc1cc(NC(=O)CSc2nc3c(c(=O)n(C)c(=O)n3C)n2C(C)C)no1,-1.5,-2.9,-0.1,-2.7,1.1,2.6,9.8,-0.9,0.7,-0.5,-0.1
CS(=O)(=O)c1ccc2nc(NC(=O)c3cc4ccccc4o3)sc2c1,-0.2,-7.3,5.3,1.5,-5.3,3.0,5.0,-0.3,-1.6,1.8,0.7

# Some entries already given with just sPLA2-III inh, ADAM10 inh and ssDAF12 agonist:
canonical_smiles	sPLA2-III inh	ADAM10 inh	ssDAF12 agonist
CCOC(=O)c1ccccc1NC(=O)Cn1cnc2c(cnn2C(C)(C)C)c1=O	2.5	3.4	-0.8
COc1cc(/C=C/c2cc(C(=O)O)c3ccccc3n2)cc(OC)c1O	-3.2	-0.9	-1.4
COc1ccc(CNC(=O)[C@@H]2CCCN2C(=O)[C@@H]2Cc3ccccc3CN2C(=O)OC(C)(C)C)cc1	-0.3	1.2	-1.1
O=C(Nc1cccc(C(F)(F)F)c1)OCc1ccncc1	4.3	-4.8	-2.2
CC(Oc1ccccc1)C(=O)Nc1cccc(NC(=O)c2ccco2)c1 (centres undefined)	-0.8	11.3	-1.9
